MT stabilizer = stabilizes microtubules in HeLa cells; HeLa tubulin immunostaining HCS, 24 h; share of cells brighter than vehicle mean+2SD; % tubulin-high responders, % at 10 µM; 200,000 tested, 0.83% active; AID 2205;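 active means plate Z-score above 3 for both tubulin-high and condensed-nucleus cell shares, with cell loss under 80%, at 10 µM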;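 further: anti alpha tubulin signal scored within the nucleus-defined area of each cell; some results filed as inactive read as strong as hits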
HEK293 NOD2/NF-kB = inhibition of NOD2-driven NF-kB reporter – cell-based, luminescence, uHTS, HEK293 (AID 1566). HEK293 NOD2/NF-kB luciferase reporter, luminescence; higher % means a stronger effect. inhibition, % at 4 µM, or EC50 in µM where a hit was titrated. 290,000 tested, 0.63% active; in the data active means inhibition above about 50%; further: many of its hits are not listed in these tables
Ins promoter up = MIN6 insulin promoter up-regulation | MIN6 insulin promoter-GFP reporter, high-content imaging; active compounds read high | 190,000 tested, 0.3% active | z-score at 5 µM;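 active means z-score above 3 at 5 µM with at least 500 cells counted in the well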
Yfh1-depleted yeast = mitochondrial function rescue without frataxin homolog – Friedreich's ataxia, plus single-dose screen, dose response (AID 1465); S. cerevisiae Yfh1-off respiration, WST-1 reduction, 72 h; higher fold induction means a stronger effect; 220,000 tested, 0.074% active; fold induction at 50 µM, or EC50 in µM where a hit was titrated;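 active means fold induction of absorbance versus untreated yeast above a set limit, then at least 30% activation at any dose in follow-up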;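 further: activators that raise dye reduction in frataxin-depleted yeast; strong numbers were not always called active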
Dynein transport = blocks dynein driven cargo transport along microtubules. AID 1381. 3617.4 mouse cells, GR-EGFP nuclear translocation imaging; test concentration mostly 20 µM; stimulated with dexamethasone, 1 µM; active compounds read low. z-score, hits read low. 220,000 tested, 0.47% active;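 active means plate z-score of nuclear minus cytoplasmic receptor signal below a set negative limit, without overly bright fluorescence or cell loss, cut at about -3.5 in these data, passing the limit was not always enough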;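 further: z-score of nuclear minus cytoplasmic ring GR-EGFP intensity difference per well; some compounds called inactive have numbers as strong as hits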
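Also added: dexamethasone, 1.0 µM final. Medium: tet-free, stripped-serum medium. Detection: fixed, Hoechst-stained cells imaged at 10x for EGFP. Read-out: nuclear-to-cytoplasmic GR-EGFP distribution per well. Times: induction 48 h, compound 1 h, agonist 30 min.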
Lipid droplet = modulators of hepatic lipid droplet formation | 240,000 tested, 0.4% active | AID 1656 | AML12 mouse hepatocytes, oleate lipid droplets, BODIPY imaging | inhibition, % at 6.5 µM;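 active means lipid droplet intensity inhibited by at least 50%, with more than 500 cells counted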
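Material – AML12 mouse liver cells · Also added – oleate loading, 100 µM · Compound dosing – 6.5 µM single-point dosing · Times – overnight treatment with compound plus oleate · Measured by – fluorescence imaging, 20x objective, two fields per well · Read-out – percent inhibition of filter-corrected integrated lipid droplet intensity per well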
bCat nuc transl = modulators of beta-catenin nuclear translocation | nuclear translocation activity, % at 5 µM | 190,000 tested, 0.3% active | HeLa beta-catenin nuclear translocation, immunofluorescence imaging;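 active means nuclear translocation activity above 50% at 5 µM, with a well cell count of 50 or more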;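 further: per-cell ratio of nuclear to cytoplasmic median beta-catenin stain intensity; plate controls were DMSO negative control for no effect and GSK-3 inhibitor IX positive control for full effect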
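Test system: human HeLa cell line; Doses: 5 µM primary, 0.02–20 µM confirmation; Incubation: 24 h compound exposure, 37°C; Detection: beta-catenin immunofluorescence imaging with DAPI; Read-out: beta-catenin nuclear/cytoplasmic ratio, % activation.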
Autophagy HCS = alters autophagy in cells; MEF GFP-LC3 puncta imaging; test concentration mostly 10 µM; 190,000 tested, 0.98% active; calls only at 10 µM (by protocol);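 active means percentage of spot-positive cells more than 3 SD above its plate mean, without a fluorescence outlier flag or 80% toxicity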;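 further: spot-positive cell cutoff set from DMSO-treated cells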
WT yeast gro inh = growth inhibition of WT yeast, mitochondrial fusion screen; mitochondrial fusion phenotypic screen, WT strain; inhibition, % at 10 µM; 190,000 tested, 2.1% active; in the data active means inhibition above about 58%; tested in S. cerevisiae
WT yeast gro inh mutant strain = also measured in WT yeast gro inh; calls as there; inhibition, %; mitochondrial fusion phenotypic screen, mutant strain inhibition
Dynein transport cytoplasmic EGFP = also measured in Dynein transport; calls as there; z-score; measured here: cytoplasmic GR-EGFP intensity; active compounds read high
Dynein transport nuclear GR-EGFP = recorded beside Dynein transport, whose call it bears; z-score; measured here: nuclear GR-EGFP intensity;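 lower value marks the stronger effect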
Dynein transport cell count = also measured in Dynein transport; calls as there; z-score; measured here: cell count per field
Ins promoter up cell count = second read-out of Ins promoter up, no call of its own (marks repeat the call); cell count; measured here: cytotoxicity, nuclei count;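 total cells summed across four imaged fields per well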
Lipid droplet cells 6.5 µM = also measured in Lipid droplet; calls as there; cell count; measured here: cell count, cytotoxicity flag;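 cells counted across two imaged fields per well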
bCat nuc transl cell count 5 µM = second read-out of bCat nuc transl, no call of its own (marks repeat the call); cell count; measured here: cell count, cytotoxicity flag
MT stabilizer Hoechst-high % = also measured in MT stabilizer; calls as there; % Hoechst-high responders; measured here: nuclear condensation Hoechst responders;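 share of cells brighter than vehicle mean plus two SD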
MT stabilizer cytotoxicity % = further read-out of MT stabilizer, marked with its call; toxicity, %; measured here: cytotoxicity by cell density;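 0% = mean cell density of plate MIN control wells and 100% = no cells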
Autophagy HCS cell loss 18 h = further read-out of Autophagy HCS, marked with its call; toxicity, %; measured here: cell loss, nuclei count;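 cell loss after 18 h compound exposure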
Numbers without * were called inactive; i = inactive; nt = no result given. These rows are one share of the data; the hit share may differ from the screen's.

item	SMILES	MT stabilizer	MT stabilizer Hoechst-high %	MT stabilizer cytotoxicity %	HEK293 NOD2/NF-kB	Ins promoter up	Ins promoter up cell count	Yfh1-depleted yeast	Dynein transport	Dynein transport cytoplasmic EGFP	Dynein transport nuclear GR-EGFP
1	Cc1c(NC(=O)c2cc(=O)[nH]c3ccccc23)c(=O)n(-c2ccccc2)n1C	3.4	2.5	9.6	-4%	nt	nt	i	0.13	-0.18	-0.1
2	CC12CCC(C(=O)N(c3ccccn3)c3ccccn3)(OC1=O)C2(C)C (stereo not drawn)	2.9	3.0	4.2	-2%	1.1	896	i	0.68	-0.27	0.76
3	CCOC(=O)c1c(-c2ccccc2)[nH]c2ccc(O)cc12	1.1	1.2	1.1	2%	0.3	1192	i	-0.74	-0.22	-0.17
4	O=C(O)CCCCOn1ccnc1	5.0	2.1	7.8	-1%	2	1073	i	0.27	-0.21	0.1
5	O=C1OC(c2ccccc2)=N/C1=C\N1CCCCC1	2.6	1.2	5.3	-91%	0.19	1622	i	-1.2	-0.22	-1.4
6	O=c1oc2ccccc2c(Nc2cccc3ccccc23)c1[N+](=O)[O-]	0.6	0.8	8.5	30%	-0.03	1553	i	0.39	-0.21	-0.071
7	CCOc1ccc2c(O)csc2c1	2.3	1.4	7.2	13%	1.1	1187	i	0.45	-0.21	-0.6
8	CCc1nnc(NC(=O)c2cccc(C(=O)Nc3nnc(CC)s3)n2)s1	4.9	3.0	4.1	19%	-3.8	858	i	0.28	-0.26	-0.037
9	COc1ccc(-c2ocnc2C(=O)N2CCN(Cc3cccnc3)CC2)cc1	nt	nt	nt	6%	0.69	1372	i	-0.22	-0.13	-0.069
10	Cc1ccc2cc(CN(Cc3nnnn3Cc3ccco3)CC3CCCO3)c(=O)[nH]c2c1C (stereo not drawn)	3.2	2.4	6.1	-4%	-1.7	1645	i	-0.49	1.4	0.57
11	CCOC(=O)c1c(-c2cccs2)csc1NC(=O)c1ccco1	2.5	1.5	6.5	6%	-0.03	1144	i	-0.55	-0.16	-0.024
12	COc1ccccc1C(=O)N=c1sc2c(C)ccc(OC)c2n1C	nt	nt	nt	-15%	0.24	964	i	-0.0068	-0.2	-0.042
13	N#Cc1cc2c(nc1SCc1ccc(Cl)cc1)CCCC2	1.8	3.5	9.0	14%	nt	nt	i	-0.61	-0.23	-0.56
14	O=C(Nc1ccc(-c2nc3cccnc3s2)cc1)c1cccnc1Cl	nt	nt	nt	-118%	1.1	976	i	0.31	-0.15	0.12
15	Cc1c(NS(C)(=O)=O)c(=O)n(-c2ccccc2)n1C	2.4	2.4	6.5	-7%	0.71	1194	i	-0.66	-0.23	0.014

item	Dynein transport cell count	Lipid droplet	Lipid droplet cells 6.5 µM	bCat nuc transl	bCat nuc transl cell count 5 µM	Autophagy HCS	Autophagy HCS cell loss 18 h	WT yeast gro inh	WT yeast gro inh mutant strain
1	1.4	11	772	nt	nt	i	14	8	1
2	0.74	2	747	-3.3	1125	i	5	-4	-5
3	-0.34	-8	814	1.6	992	i	2	4	11
4	-0.81	-1	692	0.7	1111	i	37	-8	3
5	0.32	nt	nt	-0.4	1333	i	-2	5	-28
6	0.25	nt	nt	-0.4	1266	i	-2	29	18
7	-0.33	14	686	nt	nt	i	3	-3	8
8	-0.15	-8	664	0.0	1048	i	2	63*	9.2*
9	0.18	-5	692	-5.3	1225	nt	nt	nt	nt
10	-0.17	-13	695	0.1	976	i	3	4	8
11	-0.13	2	791	-2.1	1154	i	-2	-4	2
12	0.71	-19	708	-0.4	1332	nt	nt	nt	nt
13	-0.24	-4	708	-0.1	1205	i	2	30	-1
14	1.2	2	723	-0.7	1364	nt	nt	nt	nt
15	0.93	2	732	-0.5	1217	i	-5	-5	-4

Nos. 11 to 15, reprinted for reference:
item	SMILES	MT stabilizer	MT stabilizer Hoechst-high %	MT stabilizer cytotoxicity %	HEK293 NOD2/NF-kB	Ins promoter up	Ins promoter up cell count	Yfh1-depleted yeast	Dynein transport	Dynein transport cytoplasmic EGFP	Dynein transport nuclear GR-EGFP
11	CCOC(=O)c1c(-c2cccs2)csc1NC(=O)c1ccco1	2.5	1.5	6.5	6%	-0.03	1144	i	-0.55	-0.16	-0.024
12	COc1ccccc1C(=O)N=c1sc2c(C)ccc(OC)c2n1C	nt	nt	nt	-15%	0.24	964	i	-0.0068	-0.2	-0.042
13	N#Cc1cc2c(nc1SCc1ccc(Cl)cc1)CCCC2	1.8	3.5	9.0	14%	nt	nt	i	-0.61	-0.23	-0.56
14	O=C(Nc1ccc(-c2nc3cccnc3s2)cc1)c1cccnc1Cl	nt	nt	nt	-118%	1.1	976	i	0.31	-0.15	0.12
15	Cc1c(NS(C)(=O)=O)c(=O)n(-c2ccccc2)n1C	2.4	2.4	6.5	-7%	0.71	1194	i	-0.66	-0.23	0.014

item	Dynein transport cell count	Lipid droplet	Lipid droplet cells 6.5 µM	bCat nuc transl	bCat nuc transl cell count 5 µM	Autophagy HCS	Autophagy HCS cell loss 18 h	WT yeast gro inh	WT yeast gro inh mutant strain
11	-0.13	2	791	-2.1	1154	i	-2	-4	2
12	0.71	-19	708	-0.4	1332	nt	nt	nt	nt
13	-0.24	-4	708	-0.1	1205	i	2	30	-1
14	1.2	2	723	-0.7	1364	nt	nt	nt	nt
15	0.93	2	732	-0.5	1217	i	-5	-5	-4

Back to the main list with the two entries that preceded the break.
item	SMILES	MT stabilizer	MT stabilizer Hoechst-high %	MT stabilizer cytotoxicity %	HEK293 NOD2/NF-kB	Ins promoter up	Ins promoter up cell count	Yfh1-depleted yeast	Dynein transport	Dynein transport cytoplasmic EGFP	Dynein transport nuclear GR-EGFP
14	O=C(Nc1ccc(-c2nc3cccnc3s2)cc1)c1cccnc1Cl	nt	nt	nt	-118%	1.1	976	i	0.31	-0.15	0.12
15	Cc1c(NS(C)(=O)=O)c(=O)n(-c2ccccc2)n1C	2.4	2.4	6.5	-7%	0.71	1194	i	-0.66	-0.23	0.014
16	O=C(Nc1ccccc1)C1CCCN(C(=O)c2ccc(Cl)cc2)C1 (stereo not drawn)	2.4	4.1	11	6%	-0.76	1310	i	-0.6	0.59	0.22
17	CCS(=O)(=O)N1CCC(C(=O)NCCc2ccc(C)cc2)CC1	2.6	1.0	4.5	14%	0.1	935	i	0.54	-0.26	0.66
18	CC(C)COC(=O)n1c(=O)oc2ccc(S(=O)(=O)N3CCCCC3)cc21	nt	nt	nt	15%	-0.2	1015	i	0.43	-0.25	0.8
19	CC(=O)Oc1ccc(/C=N/NC(=S)Nc2ccccc2)cc1	2.1	1.5	5.6	-102%	0.29	1233	i	0.21	-0.25	0.22
20	Cc1ccc(C)c(NC(=S)NNC(=O)c2csc(C)c2C)c1	1.3	1.7	4.2	-6%	-0.48	1358	i	0.2	-0.27	0.21
21	NNC(=O)C(Cc1c[nH]c2ccccc12)NC(=O)c1ccccc1 (stereo not drawn)	nt	nt	nt	-6%	-0.86	1340	i	0.35	-0.2	0.13
22	CN(C(=O)Nc1ccc(Cl)cc1)c1c2c(nn1C)CCCC2	3.7	1.1	8.1	16%	-0.29	1550	i	-0.42	-0.19	-0.37
23	CCOc1c(Br)cc(/C=N\NC(=O)c2ccccc2)cc1OC	2.5	2.3	5.5	-8%	0.29	1448	i	-0.18	-0.29	0.0049
24	O=C(NCCc1ccc(Cl)cc1)c1ccc(CNc2c(N3CCOCC3)c(=O)c2=O)cc1	nt	nt	nt	21%	-0.44	1134	i	-0.42	-0.028	0.28
25	Cc1cccc2cc(COC(=O)c3ccccn3)c(=O)[nH]c12	3.8	1.9	2.1	11%	-1.3	897	i	-0.3	0.2	-0.046
26	CCCCN(C)C(=O)c1oc2ccc(S(=O)(=O)N3CCCCCC3)cc2c1C	5.2	4.7	11	35%	-2	972	i	-0.046	-0.24	0.23
27	CCN(CC)S(=O)(=O)c1cc(NC(=O)CNc2c(C)n(C)n(-c3ccccc3)c2=O)ccc1C	3.0	3.3	7.0	11%	-1.2	1078	i	-0.2	-0.36	0.18
28	O=C(CSc1n[nH]c(=O)[nH]c1=O)NC1CC1	6.6	1.5	6.6	-1%	0.17	1293	i	-0.75	-0.36	-0.04
29	C/C(=N\NS(=O)(=O)c1ccccc1)c1ccc2c(c1)OCO2	1.5	2.7	2.6	9%	1.2	1123	i	0.39	-0.21	-0.16
30	CSC1=NC(NCCCO)c2c(sc3c2CC(C)(C)OC3)N1 (stereo not drawn)	3.0	1.1	3.9	-30%	nt	nt	i	0.87	-0.11	0.37

item	Dynein transport cell count	Lipid droplet	Lipid droplet cells 6.5 µM	bCat nuc transl	bCat nuc transl cell count 5 µM	Autophagy HCS	Autophagy HCS cell loss 18 h	WT yeast gro inh	WT yeast gro inh mutant strain
14	1.2	2	723	-0.7	1364	nt	nt	nt	nt
15	0.93	2	732	-0.5	1217	i	-5	-5	-4
16	0.12	-9	672	-0.9	1146	i	-14	-3	13
17	0.29	-29	748	nt	nt	i	-5	24	12
18	-0.042	-22	694	0.5	1354	nt	nt	nt	nt
19	0.82	-8	616	-3.0	979	i	8	-5	7
20	0.12	5	654	0.0	1016	i	4	-3	-5
21	-0.28	2	751	0.1	1090	nt	nt	nt	nt
22	0.49	nt	nt	1.7	1397	i	5	-1	16
23	0.2	-5	688	nt	nt	i	3	-2	-7
24	1.1	-6	738	1.0	1265	nt	nt	nt	nt
25	0.42	11	757	-5.2	1164	i	1	-7	-9
26	0.1	nt	nt	0.3	1398	i	22	18	75
27	-0.029	15	716	1.0	1049	i	28	-17	9
28	0.96	5	682	-4.6	1123	i	4	5	0
29	-0.059	24	668	0.9	1012	i	-5	-9	-12
30	-0.37	nt	nt	nt	nt	i	10	0	10

Screens from PubChem.
